Source: PubChem BioAssay (several laboratories)
FXIa mix inh: factor XIa (human) inhibition, mixture screen | P03951 | inhibition, % at 5 µM | 0.19% of 62,000 active | purified FXIa, fluorogenic substrate, pooled mixtures;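 also: each value is inhibition by a whole ten-compound pool holding the compound; 0% = enzyme with no mixture and 100% = wells lacking enzyme; strong numbers were not always called active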
DUSP1 inh: blocks human MKP-1 phosphatase activity; P28562; recombinant MKP-1, OMFP hydrolysis fluorescence; inhibition, %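 (compounds tested at a single concentration somewhere between 10 and 100 µM)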; 0.15% of 65,000 active; AID 374;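 active = inhibition above about 50%, limit read from the data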;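 also: 0% = DMSO max control wells and 100% = wells with enzyme stopped by NaOH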
CatG inh: cathepsin G (human) inhibition; AID 581; P08311; inhibition, % at 5 µM (by protocol); purified enzyme, AMC-tetrapeptide fluorescence, pooled mixtures; 0.2% of 62,000 active;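 active = inhibition above 20% in each of the two mixture wells holding the compound; inactive = inhibition of 20% or less in either well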;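 also: 0% = enzyme control without mixture and 100% = blank lacking enzyme; strong numbers were not always called active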
FXIIa inh mix: factor XIIa (human) inhibition, mixture screen | P00748 | purified FXIIa, fluorogenic substrate, pooled mixtures | inhibition, % at 5 µM | 0.2% of 62,000 active | AID 684;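 also: 0% = enzyme without compound and 100% = no enzyme blank; some results filed as inactive read as strong as hits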
Hsp90 block: displaces geldanamycin probe from tumor Hsp90; inhibition, % at 30 µM; 0.35% of 64,000 active; AID 429; NCI-N417 lysate Hsp90, Cy3B-geldanamycin FP displacement;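 active = inhibition above 50%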;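 also: 0% = tracer plus lysate wells and 100% = tracer alone without lysate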
CatL inh: inhibitors of human cathepsin L. 0.17% of 58,000 active. inhibition, %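 (tested at 10 µM)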. purified cathepsin L, fluorogenic substrate, fluorescence; in the data active = inhibition above about 45%;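 also: 0% = enzyme with no compound and 100% = no enzyme blank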
Target sequence (P07711 114-288 limits assumed): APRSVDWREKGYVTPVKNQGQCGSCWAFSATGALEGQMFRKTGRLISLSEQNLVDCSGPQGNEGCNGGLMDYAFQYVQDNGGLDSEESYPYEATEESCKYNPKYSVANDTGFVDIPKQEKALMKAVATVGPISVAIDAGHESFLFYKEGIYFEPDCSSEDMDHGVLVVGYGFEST
Target sequence (P07711 292-333 limits assumed): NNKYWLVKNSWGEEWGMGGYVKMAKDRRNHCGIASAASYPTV
Cdc25B block: inhibitors of human Cdc25B phosphatase; recombinant Cdc25B, OMFP fluorescence Ex485/Em525; 0.1% of 65,000 active; AID 368; P30305; inhibition, %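 (compounds tested at 10 µM final in the well)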; in the data active = inhibition above about 50%
C1s inh: human complement C1s inhibition | purified C1s, fluorogenic AMC substrate, pooled mixtures | mean inhibition % of two 10-compound mixtures (hits give high values), % at 5 µM (by protocol) | 0.16% of 62,000 active | AID 538;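 active = inhibition above 20% in each of the two 10-compound mixture wells holding the compound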;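 also: 0% = enzyme wells lacking compound mixture and 100% = no-enzyme blank wells; some compounds called inactive have numbers as strong as hits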
Target sequence (P09871 16-437 limits assumed): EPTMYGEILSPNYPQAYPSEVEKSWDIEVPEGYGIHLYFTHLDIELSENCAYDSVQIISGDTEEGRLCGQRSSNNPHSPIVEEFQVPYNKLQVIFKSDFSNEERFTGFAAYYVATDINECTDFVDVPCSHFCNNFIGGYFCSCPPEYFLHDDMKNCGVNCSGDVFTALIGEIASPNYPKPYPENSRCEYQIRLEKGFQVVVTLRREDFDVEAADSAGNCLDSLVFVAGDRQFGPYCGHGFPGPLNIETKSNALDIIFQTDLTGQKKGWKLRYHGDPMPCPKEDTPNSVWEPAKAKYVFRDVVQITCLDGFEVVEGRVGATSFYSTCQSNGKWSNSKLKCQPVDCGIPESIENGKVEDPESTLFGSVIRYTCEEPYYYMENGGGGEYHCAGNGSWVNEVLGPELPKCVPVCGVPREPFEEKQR
Target sequence (P09871 438-688 limits assumed): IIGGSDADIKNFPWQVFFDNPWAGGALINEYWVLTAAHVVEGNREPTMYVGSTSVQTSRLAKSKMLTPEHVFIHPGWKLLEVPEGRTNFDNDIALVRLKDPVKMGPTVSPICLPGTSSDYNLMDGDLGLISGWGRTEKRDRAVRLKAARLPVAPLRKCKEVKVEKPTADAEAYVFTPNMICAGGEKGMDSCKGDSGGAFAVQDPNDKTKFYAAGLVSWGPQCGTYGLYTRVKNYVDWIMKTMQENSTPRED
HTR1A agonist: 5-HT1a (human) receptor agonism. CHO 5-HT1a Ga15 NFAT-bla reporter, FRET ratio; 0% basal, 100% maximal reference agonist. P08908. activation, % at 10 µM. 0.56% of 65,000 active. AID 567;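 active = activation above the screen-wide mean activation plus 3 SD, cut at about 19% in these data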;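 also: 0% = DMSO wells and 100% = 5-CT at EC100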
Numbers without * were called inactive; i = inactive; · = not tested or not shown. Rule as the data show it, unless noted: active = inhibition above about 20% (passing the limit was not always enough); inactive = the rest.

SMILES	FXIa mix inh	DUSP1 inh	CatG inh	FXIIa inh mix	Hsp90 block	CatL inh	Cdc25B block	C1s inh	HTR1A agonist
Cc1c(NC(=O)CCCCCN2C(=O)C3C4C=CC(C4)C3C2=O)c(=O)n(-c2ccccc2)n1C (configuration not stated)	3	12	-3	2	-1	-7	-5	-11	-0.5
Fc1ccc(Cn2nnc(-c3ccc(CN4CCOCC4)cc3)n2)cc1	3	-4	-7	0	3	5	-9	1	1.5
CC(C)NC(=O)Cn1cnc2c1c(=O)n(C)c(=O)n2C	6	2	-3	1	0	1	-6	-6	-1.2
COc1ccc(S(=O)(=O)N(C)CC(=O)NCc2cccnc2)cc1	2	0	-2	-5	-3	-2	-1	-27	0.0
O=C(Nc1cccc2nsnc12)c1ccc(F)cc1	2	-15	10	12	1	20	12	8	0.4
CN(Cc1nc2ccccc2c(=O)[nH]1)CC(O)COCc1ccco1 (configuration not stated)	2	5	11	2	-6	5	-1	14	1.6
CCC1Oc2ccc(C)cc2N(CC(=O)NCCc2ccc(OC)c(OC)c2)C1=O (configuration not stated)	2	0	-5	5	-2	18	-14	-25	-0.5
CCN(CC)CCn1c(=S)[nH]c2cc3c(cc2c1=O)OCO3	6	-4	10	-16	-5	-8	-16	11	-4.7
COc1cc(Cl)cc(NC(=O)CCN2CCN(C)CC2)c1	2	3	3	5	1	9	-5	7	-0.1
Cc1c2cnn(-c3ccccc3)c(=O)c2c(C)n1CCCC(=O)N1CCN(C)CC1	-9	1	-7	-1	-3	12	-6	-33	0.3
c1ccc2c(c1)NC(CN1CCOCC1)CO2 (configuration not stated)	0	8	7	10	·	-3	-9	-2	0.2
CN1CCN(S(=O)(=O)c2ccc3c4c(cccc24)C(=O)N3)CC1	28	6	13	4	-3	-81	-5	-14	2.0
CCOC(=O)CSc1nnc([C@H](Cc2ccccc2)NC(=O)OC(C)(C)C)o1	7	-6	-5	3	-2	4	1	-5	-0.2
CC1=C(C(N)=O)C(c2ccc3c(c2)OCO3)n2nc(-c3cccc(C)c3)nc2N1 (configuration not stated)	-17	11	-3	7	-3	22	-31	-100	0.2
Cc1csc(NC(=O)c2cc3c(s2)-c2ccccc2OC3)n1	6	1	-1	1	-3	-179	-7	-26	12
CC(C(=O)c1ccccc1)n1c(N2CCOCC2)nc2c1c(=O)n(C)c(=O)n2C (configuration not stated)	4	-11	2	0	1	3	9	3	-1.7
COc1cc(OC)cc(C(C)=O)c1	-3	4	4	10	1	15	-4	-10	-3.8
CCOc1ccc(NC2=NC(C)(C)N=C(N)N2)cc1	5	5	0	0	-3	·	-10	2	-1.7
COc1ccc(C(CNC(=O)c2cccnc2SC)N2CCOCC2)cc1 (configuration not stated)	0	0	1	6	-3	·	-13	3	-0.7
CCC(=O)c1cc2c(cc1NC(=O)C(C)C)OCCO2	11	9	0	1	-3	·	-19	-27	-4.0
CC(=O)Nc1ccc(S(=O)(=O)NC(=O)C23CC4CC(CC(C4)C2)C3)cc1	4	8	-10	-7	-1	15	-17	-12	-2.0
CC(=O)c1cccc(NC(=O)Cc2cccs2)c1	9	-3	9	13	-10	-1	1	8	-1.1
CCn1c(C(O)c2ccc3c(c2)OCO3)nc2ccccc21 (configuration not stated)	6	-9	2	7	1	14	-10	-2	-4.5
CCS(=O)(=O)N1Cc2ccccc2CC1C(=O)OCC(=O)Nc1ccc(C)cc1 (configuration not stated)	-3	36	-3	-17	-3	0	-3	-2	-2.2
CCc1c(C)c2ccc(O)c(CN(C)C)c2oc1=O	-57	-2	-37	-1	0	i	-7	-314	5.4
CCOC(=O)N1CCN(C(=O)CSc2nc(-c3cccc(C)c3)ns2)CC1	8	8	16	2	2	20	3	4	-0.2
CCN(CC)S(=O)(=O)c1ccc(C(=O)NCc2nnc(SCC(=O)OC)n2C)cc1	1	-15	0	7	1	5	-1	-17	-1.5
COCCNC(=O)CN(C(=O)CCC(=O)Nc1cc(C)on1)c1ccccc1C	2	-7	7	3	-3	21	9	-3	-0.7
O=C(NCC(=O)N(Cc1cccs1)C(C(=O)NC1CCCC1)c1ccco1)c1cccs1 (configuration not stated)	12	9	18	3	-2	32	-1	22	0.9
Cc1ccc2[nH]c(=O)c(CN(Cc3ccco3)S(=O)(=O)c3c(C)ccc4nsnc34)cc2c1	4	30	9	-14	-1	8	6	3	-1.4
COc1ccc(N2CCN(CCNS(=O)(=O)c3cccc4nsnc34)CC2)cc1	7	-4	0	2	-3	-2	-6	-7	-2.3
COC(=O)c1c(C(=O)NCc2ccccc2)ncn1CC(O)COc1ccccc1 (configuration not stated)	7	-33	10	-15	1	6	-10	15	-0.9
CCOc1ccc2[nH]c(=O)c(C(c3nnnn3C3CCCCC3)N3CCN(C)CC3)cc2c1 (configuration not stated)	-5	2	9	3	-2	·	-1	-8	1.1
CC(=O)c1ccc(Nc2ncnc3c2oc2ccccc23)cc1	4	-20	4	3	-4	-6	6	7	0.2
CN1CCN(Cc2c(O)ccc3c(-c4ccccc4)cc(=O)oc23)CC1	·	-10	·	·	0	-23	11	·	-3.9
CC(=O)Nc1cc(S(=O)(=O)C(F)(F)F)ccc1Cl	5	-2	9	-2	-6	2	-4	11	-3.7
Cc1noc(C)c1S(=O)(=O)NCc1ccc2c(c1)OCO2	10	-3	-1	7	-3	18	-9	-2	2.2
C=CCn1c(SCC(=O)Nc2ccccc2OC)nnc1-c1ccco1	13	20	9	3	-6	10	1	14	-0.1
CC1CCN(c2nc3c(c(=O)[nH]c(=O)n3C)n2CCSc2nc3ccccc3o2)CC1	·	3	·	·	2	·	15	·	-1.6
CCNc1oc(COc2ccccc2F)nc1C#N	-26	-3	-19	-1	-2	5	-18	-61	-2.2
CCN1CCN(Cc2c(OC)ccc3ccccc23)CC1	4	-9	25	18	-2	5	-12	-2	0.6
CC1C(c2ccccc2)N(C)CCC12NC(=O)NC2=O (configuration not stated)	-1	-9	-9	3	-5	2	-8	-13	-3.7
CCOc1cccc(Oc2ccc(C(F)(F)F)cn2)c1	11	2	-5	4	0	4	0	5	-0.2
Cc1cc(C(F)F)n2nc(C(=O)Nc3cccc(C(F)(F)F)c3)nc2n1	-6	7	-6	5	-6	16	-8	-6	-1.2
CC(=O)NS(=O)(=O)c1ccccc1	7	22	15	8	-3	17	-6	16	-2.3
CCOc1ccccc1OCc1nn2c(-c3ccc(C)cc3)nnc2s1	0	25	1	1	-5	19	0	6	0.1
CCc1c(C)[nH]c2ccccc2c1=O	0	-4	-11	-19	0	-3	11	-8	-0.4
O=[n+]1c2c(n([O-])c3cc(F)c(N4CCCC4)cc31)CCCC2	4	13	9	-20	20	-7	-7	9	-2.7
CCOC(=O)N1CCN(C(=O)CSc2nnc(C3COc4ccccc4O3)o2)CC1 (configuration not stated)	0	3	13	-16	-1	24	-2	-46	78*
COc1ccc(S(=O)(=O)N2CCC(C(N)=O)(N3CCCCC3)CC2)cc1	12	1	0	4	-2	·	-8	-11	-0.8
Cc1oc(C(=O)O)cc1CSCc1ccoc1C(=O)O	1	-4	3	0	-3	2	0	-49	-1.7
COC(=O)COc1ccc(S(=O)(=O)NCc2cccnc2)cc1	7	4	3	-6	-10	-4	1	3	-1.4
COc1ccccc1C(=O)NC(=Nc1nc2ccccc2o1)NC(=O)c1ccccc1OC	·	-27	·	·	-2	29	11	·	-0.5
Cc1sc2ncnc(Oc3ccc(-n4ccnc4)cc3)c2c1C	6	13	2	9	-2	-2	2	1	298*
Cc1ccc2c(c1)NC(=O)C(CC(=O)NCCN(CC(C)C)CC(C)C)O2 (configuration not stated)	-7	-8	12	16	-2	24	-20	-9	-3.8
Cc1cc2c(c(=O)n1Cc1cccnc1)C(c1ccc(F)cc1)C(C#N)=C(N)O2 (configuration not stated)	8	-15	8	5	-1	6	3	6	0.0
OCCN1CCOCCN(CCO)CCN(CCO)CC1	6	-9	10	0	0	-3	4	3	-2.6
Cc1cc(C)n(-c2c(F)c(F)c(CN3CCCCC3)c(F)c2F)n1	·	-21	·	·	-6	10	16	·	-0.5
CCC(=O)N1CCCc2cc(S(=O)(=O)N3CCN(c4ccccn4)CC3)ccc21	5	-2	7	9	-5	19	6	1	-1.9
OCCN1CCN(C(=S)c2ccc(Cl)cc2)CC1	11	4	0	6	-2	-12	-5	6	-2.9

Sorted by SMILES length (ascending): some entries from above.
SMILES	FXIa mix inh	DUSP1 inh	CatG inh	FXIIa inh mix	Hsp90 block	CatL inh	Cdc25B block	C1s inh	HTR1A agonist
OCCN1CCN(C(=S)c2ccc(Cl)cc2)CC1	11	4	0	6	-2	-12	-5	6	-2.9
CCOC(=O)N1CCN(C(=O)CSc2nnc(C3COc4ccccc4O3)o2)CC1 (configuration not stated)	0	3	13	-16	-1	24	-2	-46	78*
CCC(=O)N1CCCc2cc(S(=O)(=O)N3CCN(c4ccccn4)CC3)ccc21	5	-2	7	9	-5	19	6	1	-1.9
Cc1cc2c(c(=O)n1Cc1cccnc1)C(c1ccc(F)cc1)C(C#N)=C(N)O2 (configuration not stated)	8	-15	8	5	-1	6	3	6	0.0

Going on with the list:
SMILES	FXIa mix inh	DUSP1 inh	CatG inh	FXIIa inh mix	Hsp90 block	CatL inh	Cdc25B block	C1s inh	HTR1A agonist
CS(=O)(=O)c1ccc2nc(NC(=O)CN3CCCCCC3)sc2c1	·	4	·	·	-1	·	-4	·	-0.9
COC(=O)c1cc(Br)c(=O)n(-c2cc(C)on2)c1	·	-17	·	·	-7	8	-29	·	3.0
COC(=O)c1c(NC(=O)c2c(C)noc2C)sc2c1CCCCCC2	3	9	-10	3	-3	-3	-8	2	0.0
CCOc1ccc(C2C3=C(CCCC3=O)Nc3nc(C(F)(F)F)nn32)cc1OC (configuration not stated)	-1	10	9	-1	-1	0	2	4	-2.0
Cc1ccc(Cl)cc1N1CCN(Cc2nc3c(c(=O)[nH]c(=O)n3C)n2CCc2ccccc2)CC1	·	30	·	·	1	·	-1	·	-1.8
O=C(CC1COc2ccccc2O1)NCc1ccccc1 (configuration not stated)	2	-3	4	-1	-2	-20	2	-10	-0.9
COC(=O)c1sccc1NC(=O)CN1CCN(c2ccc(F)cc2)CC1	-4	11	7	3	-2	-13	-9	-9	-2.0
O=C(Nc1ccc(NC(=O)C2CC2)nc1)c1ccccn1	7	5	-6	-23	·	-5	-12	-12	1.6
CCOc1cccc(N2C(=O)CC(N(CCc3ccc(OC)c(OC)c3)C(=O)CC)C2=O)c1 (configuration not stated)	10	-31	8	2	-2	-4	-2	12	0.8
Cc1cc(C)nc(NS(=O)(=O)c2cccs2)c1	3	-18	9	-17	-5	-2	-2	-2	0.5
CCCCOCCCNC(=O)c1ccccc1OCC	-2	-6	1	1	1	1	-12	-7	-2.7
CC(CC1C(C#N)=C(N)SC(N)=C1C#N)c1ccccc1 (configuration not stated)	·	-13	·	·	-8	·	2	·	0.0
O=C(Cc1cccs1)N1CCCC(c2nc(-c3ccc(S(=O)(=O)N4CCCC4)cc3)no2)C1 (configuration not stated)	3	24	-6	-10	-7	3	-2	1	-0.3
COC(=O)C1=C(NC(=O)c2ccc(C)c(C)c2)CCS1	2	-9	-2	8	2	6	1	-60	5.0
Cn1c(=O)[nH]c(=O)c2c1nc(CN1CCN(c3ccc(F)cc3)CC1)n2CCCc1ccccc1	10	29	2	-17	-5	·	-5	4	-1.4
CCOc1ccc(N(CC(=O)NCCCOC)S(C)(=O)=O)cc1	-1	11	3	4	4	5	-8	1	-1.9
O=C1OCCC1Sc1nnc(-c2ccc3c(c2)OCO3)n1-c1ccccc1 (configuration not stated)	4	3	9	2	-2	·	4	13	-1.8
CCOc1ccccc1N=C1NC(=O)CS1	·	-11	·	·	-5	·	-4	·	-1.6
COCCNC(=O)c1ccc(N(C)S(=O)(=O)c2ccc(OC)c(OC)c2)cc1	4	10	8	4	-5	10	-1	17	-2.0
CCNC(=O)Nc1cc2nc(C)n(Cc3ccc(Br)cc3)c2nc1C	4	24	7	3	-4	2	-6	1	-2.2
COC(=O)CCC(=O)Nc1ccc(S(=O)(=O)N2CCCCCC2)cc1	8	-17	-31	13	-2	-4	6	11	-1.3
